Screens deposited in PubChem by The Scripps Research Institute Molecular Screening Center.
MMP13 fTHP cleavage = MMP13 inhibitors among fluorescent compounds, confirmation, biochemical, possible fluorescent artifacts, delta fluorescence (AID 734); 5,100 tested, under 10 active; inhibition, %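 (each compound tested at 4 µM nominal in triplicate)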; MMP13 fTHP FRET cleavage, delta fluorescence 4 h; active compounds read high;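 active = inhibition above the mean inhibition over all tested compounds plus 3 SD, cut at about 75% in these data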;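 note: 0% = DMSO only wells and 100% = 8 µM reference MMP13 inhibitor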
* = called active by the depositor. Not all compounds are listed. The share of hits here may be higher or lower than overall.

MMP13 fTHP cleavage | structure
5 | CC(C)(C)NC(=O)c1sccc1C(=O)O
6 | Cc1csc2ncc(C(=O)NCc3ccco3)c(=O)n12
5 | O=C(NCc1ccccc1Cl)c1cnn2cccnc12
-2 | COC(=O)c1ccc(C(=O)OC)c(NS(=O)(=O)c2ccc(NC(C)=O)cc2)c1
5 | O=C(N(c1ccccc1)c1ccccc1)n1ccnc1
3 | CCOc1ccc2[nH]c3c(N4CCN(c5ccccn5)CC4)ncnc3c2c1
6 | CCCCCCC(=O)Nc1c(O)c2ccccc2[nH]c1=O
0 | Cc1csc2nc3ccccc3c(=O)n12
-1 | Cc1nc2nc(C)c(CCC(=O)NCCCN3CCN(c4cccc(Cl)c4)CC3)c(C)n2n1
5 | O=C(COc1ccc2c3c(c(=O)oc2c1)CCC3)c1ccc2c(c1)OCO2
-40 | O=c1oc2cc(O)ccc2cc1-c1ccc(F)cc1
5 | N#CC12CCCCC1CC1CCCCC1(C#N)N2Cc1cccnc1 (stereo not given)
0 | CCN(CC)CCCNC(=O)c1c(O)c2c([nH]c1=O)CCCC2
3 | COCCSc1nc2sc3c(c2c(=O)n1-c1ccccc1)CCN(C)C3
1 | Cc1nc2ccccn2c1-c1nnco1
4 | CCn1nc(NC(=O)c2ccccn2)c2cc3cc(C)ccc3nc21
8 | COC(=O)C1=CNC=C(C(=O)OC)C1c1ccc(C(=O)OC)cc1
3 | CCOc1ccc(-c2nc(CSCC(=O)NCCN3CCOCC3)c(C)o2)cc1
4 | CCOc1ccc(NC(=O)N2CCN(c3nc4ccccc4s3)CC2)cc1
-6 | O=C(Cc1ccccc1)Nc1cccc(-c2nnc(-c3ccco3)o2)c1
2 | Cc1nc(NCCN)c(C#N)c2c1COC(C)(C)C2
8 | Oc1ccccc1C1=Nc2nc3ccccc3n2C(c2ccccc2)C1 (stereo not given)
-3 | N#Cc1ccc(-c2csc(NC(=O)C3CC3)n2)cc1
5 | CCOC(=O)c1ccc2nc(NC(=O)c3cccs3)sc2c1
5 | O=C(c1ccccc1CCc1ccccc1)N1CCN(c2ccccn2)CC1
2 | COCCCn1c(CCC(=O)O)ccc1-c1cccs1
2 | COCCNC(=O)CSc1nc(-c2ccc(OC)c(OC)c2)cc(C(F)(F)F)n1
4 | Cn1c(CCN2CCN(c3ccccc3)CC2)nc2cc(NC(=O)c3ccco3)ccc21
1 | COc1ccc(-c2nc(CSCC(=O)N3CCC(C(N)=O)CC3)c(C)o2)cc1OC
1 | CCCc1cc(=O)n2[nH]c(-c3ccccc3)cc2n1
2 | CSc1nc2oc3c(c2c2nncn12)CC(C)(C)SC3
3 | CC1(c2ccncc2)Nc2ccccc2-c2nc3ccccc3n21 (stereo not given)
5 | CC(C)Cn1c2nc3ccccc3nc2c2c(=O)n(CCN3CCOCC3)cnc21
5 | O=C(CSc1nnc(CCc2nc3ccccc3[nH]2)n1-c1ccccc1)NCc1ccco1
8 | CCOC(=O)c1[nH]c2ccc(OC)cc2c1N=CN(C)C
7 | CN(C)S(=O)(=O)Nc1ccccc1C(N)=O
-1 | OCCN1CCN(c2ncnc3c2sc2nc(N4CCOCC4)c4c(c23)CCC4)CC1
-2 | Cc1ccc(-n2nc(C(=O)NCc3ccco3)c3c4ccccc4n(C)c3c2=O)cc1
-6 | CC1(C)CCCN(C(=O)c2coc(=O)c(Br)c2)C1
6 | c1ccc(-c2nc(N3CCCCCC3)c3ccccc3n2)nc1
4 | CCCC1C(C#N)=C(N)Oc2cc(C)n(C)c(=O)c21 (stereo not given)
76* | Cc1nn(-c2ccccc2)c2sc(-c3n[nH]c(=S)o3)cc12
6 | OCc1cn(-c2ccccc2)nc1-c1ccc2c(c1)OCCO2
4 | COc1ccc(/C(O)=C2/C(=O)C(=O)N(CCCN(C)C)C2c2ccccc2)cc1OC (stereo not given)
6 | CC(C)C(=O)Nc1cccc(-c2nc3ccccc3o2)c1
5 | O=C1NC2(Nc3ccccc31)C(=O)Nc1ccccc12 (stereo not given)
4 | N#Cc1nc(-c2ccc(OCc3ccccc3)cc2)oc1NCc1ccco1
0 | COc1ccc(OC)c2c(N)c(C#N)c(C(F)(F)C(F)(F)F)nc12
7 | CCCCNc1cc(NC(C)=O)cc2cc(OC)c(OC)cc12
3 | Cc1ccc2cc3cc(C(=O)N4CCCCCC4)oc3nc2c1
0 | O=C(CC1CCCCC1)N1CCN(c2ccccn2)CC1
6 | O=C1Nc2ccc(S(=O)(=O)NCc3ccco3)c3cccc1c23
1 | CCOC(=O)c1cnn2c(C(F)(F)F)cc(-c3ccccc3)nc12
4 | Cc1cc(C)n(-c2ccc(C(=O)Nc3nc4ccccc4s3)cc2)n1
3 | CC(C)COc1ccc(-c2nnc(-c3ccco3)o2)cc1
1 | O=C(NCCN1C(=O)C2C3C=CC(C3)C2C1=O)N1CCCCC1 (stereo not given)
1 | CC(OC(=O)c1ccccc1NCc1ccco1)C(=O)Nc1ncc(Cl)cc1Cl (stereo not given)
-1 | CC1CCCCN1CCNC(=O)c1cc2c(=O)n(C)c3ccccc3c2n1C (stereo not given)
3 | COc1ccc2[nH]c(=O)c(CN(CCO)S(=O)(=O)c3ccc4c(c3)OCCO4)cc2c1
2 | Cc1cc(C)cc(Nc2ccc(C(=O)O)cc2N)c1

Some of these compounds in order of the MMP13 fTHP cleavage value, largest number first:
canonical_smiles,MMP13 fTHP cleavage
O=C1NC2(Nc3ccccc31)C(=O)Nc1ccccc12 (stereo not given),5
Cc1ccc2cc3cc(C(=O)N4CCCCCC4)oc3nc2c1,3
CC(OC(=O)c1ccccc1NCc1ccco1)C(=O)Nc1ncc(Cl)cc1Cl (stereo not given),1
COc1ccc(OC)c2c(N)c(C#N)c(C(F)(F)C(F)(F)F)nc12,0
CC1CCCCN1CCNC(=O)c1cc2c(=O)n(C)c3ccccc3c2n1C (stereo not given),-1

Exported tab-delimited: entries from further up.
compound	MMP13 fTHP cleavage
COc1ccc(/C(O)=C2/C(=O)C(=O)N(CCCN(C)C)C2c2ccccc2)cc1OC (stereo not given)	4
CC(C)C(=O)Nc1cccc(-c2nc3ccccc3o2)c1	6
O=C1NC2(Nc3ccccc31)C(=O)Nc1ccccc12 (stereo not given)	5
N#Cc1nc(-c2ccc(OCc3ccccc3)cc2)oc1NCc1ccco1	4
COc1ccc(OC)c2c(N)c(C#N)c(C(F)(F)C(F)(F)F)nc12	0
CCCCNc1cc(NC(C)=O)cc2cc(OC)c(OC)cc12	7

Continuation:
MMP13 fTHP cleavage | structure
-24 | CCc1cc(N2CCOCC2)cc2c1[nH]c1ccccc12
-2 | Cc1cc(=O)oc2cc(OCC(=O)OCC(=O)N3CCc4ccccc43)ccc12
12 | COCCOC(=O)C(C#N)c1nc2ccccc2nc1N1CCN(Cc2ccccc2)CC1 (stereo not given)
-9 | CC(C)c1nc2oc3c(NCC4CCCO4)ncnc3c2c2c1CCC2 (stereo not given)
6 | CCC(C)NC(=O)CCS(=O)(=O)c1ccc2c(c1)n(C)c(=O)c(=O)n2C (stereo not given)
7 | COc1ccccc1CN(Cc1cc2cc(C)cc(C)c2[nH]c1=O)Cc1nnnn1CC1CCCO1 (stereo not given)
4 | CN1CCc2c(sc3c2C(=O)NC(c2ccccn2)N3)C1 (stereo not given)
4 | O=C(NCc1cccnc1)c1cnn2ccccc12
-4 | CC1(C)Cc2c(C#N)c(N3CCOCC3)nc(-c3ccccc3)c2CO1
1 | CCC(C)NC(=O)CSC1=Nc2ccccc2C2=NC(CC(=O)NCc3ccc(F)cc3)C(=O)N12 (stereo not given)
7 | CC(C)C1(C)C(=O)N=C2c3ccccc3C(=O)N21 (stereo not given)
4 | O=C(Cn1ncn2c(cc3ccccc32)c1=O)NCCC1=CCCCC1
-2 | Cc1ccc(-n2ncc3c(=O)n(CC(=O)NCc4ccco4)cnc32)cc1
3 | COCC(=O)NCCNc1nc2ccc(C)cc2cc1C
4 | CCOC(=O)c1c(-n2cnnn2)sc(C)c1C
5 | Clc1ccccc1-c1nnc2sc(-c3ccc4c(c3)OCO4)nn12
-35 | N#Cc1c(N)n(CCOC(=O)c2ccc(Cl)cc2)c2nc3ccccc3nc12
-5 | Cc1ccc(C2C3=C(CC(C)(C)CC3=O)N(CCN3CCOCC3)C3=C2C(=O)CC(C)(C)C3)cc1
-3 | O=C1Nc2ccc(S(=O)(=O)NCCC3=CCCCC3)c3cccc1c23
-2 | CCOCCCn1c(C)nc2c(c1=O)c1nc3ccccc3nc1n2CCC1=CCCCC1

6 compounds from above, ordered by molecular weight, low to high.
MMP13 fTHP cleavage | structure
-4 | CC1(C)Cc2c(C#N)c(N3CCOCC3)nc(-c3ccccc3)c2CO1
4 | O=C(Cn1ncn2c(cc3ccccc32)c1=O)NCCC1=CCCCC1
-9 | CC(C)c1nc2oc3c(NCC4CCCO4)ncnc3c2c2c1CCC2 (stereo not given)
-3 | O=C1Nc2ccc(S(=O)(=O)NCCC3=CCCCC3)c3cccc1c23
-2 | Cc1cc(=O)oc2cc(OCC(=O)OCC(=O)N3CCc4ccccc43)ccc12
-5 | Cc1ccc(C2C3=C(CC(C)(C)CC3=O)N(CCN3CCOCC3)C3=C2C(=O)CC(C)(C)C3)cc1

Later entries
MMP13 fTHP cleavage | structure
-1 | COc1ccccc1C(=O)Nc1ccc(S(=O)(=O)N2CCOCC2)cc1
-1 | CCOc1ccc(C2C=C(c3ccccc3)Nc3ncnn32)cc1 (stereo not given)
0 | COC(=O)c1cc2nc(-c3ccccc3)cc(C)n2n1
8 | CC(=O)Nc1ccc(Nc2ncnc3c2cnn3-c2cccc(C)c2)cc1
-2 | COC(=O)c1[nH]c2cccc(OC)c2c1NC(=O)CCN1CC(C)CC(C)C1 (stereo not given)
2 | Clc1ccc2nc(N3CCNCC3)nc(-c3ccccc3)c2c1
-16 | COCCCNc1oc(-c2ccccc2OC)nc1C#N
2 | COc1ccc(-c2nnc3ccc(SCC(=O)N4CCCCC4)nn23)cc1OC
